KinaseGlo FLuc: blocks Kinase-Glo luciferase, a counter-screen artifact; Potency, µM (titrated, usually from 38.3 µM), for the others: at the top dose activity change, negative = inhibition, actives largely listed as inhibitors; AID 1379; Q27757; 200,000 tested, 0.28% active; Kinase-Glo luciferase, ATP luminescence, 8 min; also: % is scaled to controls: 0 for no effect and ±100 for the full control effect; nearly all actives have a fitted effect of over 60% in size
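Compound is pinned into ATP-containing buffer (10 uM ATP, imidazole pH 7.2, 7 mM MgCl2). Kinase-Glo luciferase reagent is then added. Light output is recorded following an 8-min room-temperature incubation.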
RGS12 GoLoco inh: blocks human Gai1 binding to RGS12 GoLoco peptide, red readout. P63096. Gai1:RGS12 GoLoco peptide FP, rhodamine, 10 min. Potency, µM (top dose mostly 61.6 µM), inactives show top-dose activity, negative = inhibition, hits mostly inhibitors. 230,000 tested, 0.44% active. AID 880; active = well fitted inhibition curve with a large enough effect, not every such curve was filed as active; inactive = no such curve, though single readings can be large or run the other way; also: % is scaled to controls: 0 for no effect and ±100 for the full control effect; nearly all actives have a fitted effect of over 30% in size; many of its hits are not listed in these tables
Target sequence (P63096 whole entry, looked up): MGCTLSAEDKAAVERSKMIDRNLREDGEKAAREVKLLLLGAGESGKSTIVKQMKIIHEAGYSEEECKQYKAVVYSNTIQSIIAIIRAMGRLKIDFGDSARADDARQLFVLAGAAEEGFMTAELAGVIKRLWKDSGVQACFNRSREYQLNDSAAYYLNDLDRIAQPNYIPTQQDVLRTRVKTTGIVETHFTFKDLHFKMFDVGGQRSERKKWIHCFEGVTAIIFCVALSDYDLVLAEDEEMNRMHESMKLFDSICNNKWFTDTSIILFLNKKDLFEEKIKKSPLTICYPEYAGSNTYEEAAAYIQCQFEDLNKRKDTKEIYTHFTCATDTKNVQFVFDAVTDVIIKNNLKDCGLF
SMN2 splice up: enhancers of SMN2 splice variant expression | HEK293 SMN2-luciferase splicing reporter, luminescence, 30-36 h | Potency, µM (doses to about 46.1 µM), without a hit: top-dose activity change, positive = activation, hits mostly activators | 210,000 tested, 2.8% active | AID 1458; also: % of control where 0% means no effect; nearly all actives have a fitted effect of over 55% in size
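HEK293 cells carry an SMN2 […]–luciferase reporter in which exon 7 inclusion puts luciferase in frame. Cells were plated 10-12 h before compound addition, then incubated 30-36 h at 37C. ONE-Glo luminescence was read; sodium butyrate at 4.5 mM final served as control.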
RECQ1 inh: blocks DNA unwinding by human RECQ1 | RECQ1 DNA unwinding, red fluorescence kinetic read | Potency, µM (titrated, usually from 57.3 µM), without a hit: at the top dose activity, negative = inhibition, hits mostly inhibitors | 240,000 tested, 0.54% active | AID 2549;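 also: plate controls were vehicle for no effect and no enzyme for full effect; nearly all actives have a fitted effect of over 30% in size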
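50 nM RECQ1T1 preincubated 15 min with compound in Tris pH 8.0 buffer with MgCl2, DTT, Tween-20 and 2.5 ug/ml poly(dI-dC); started with 200 nM TAMRA/BHQ-2 forked duplex and 2 mM ATP. Unwinding read as fluorescence (525/598 nm), two reads 2 h apart.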
NPSR antag: antagonists of human neuropeptide S receptor cAMP signaling. Q6W5P4. CHO-NPSR cells, cAMP TR-FRET, antagonist mode. Potency, µM (titrated, usually from 38.3 µM), for the others: at the top dose activity change, negative = inhibition, usual class: inhibitors. 220,000 tested, 1% active; also: % is scaled to controls: 0 for no effect and ±100 for the full control effect; nearly all actives have a fitted effect of over 50% in size; many of its hits are not listed in these tables
Target sequence (Q6W5P4 whole entry, looked up): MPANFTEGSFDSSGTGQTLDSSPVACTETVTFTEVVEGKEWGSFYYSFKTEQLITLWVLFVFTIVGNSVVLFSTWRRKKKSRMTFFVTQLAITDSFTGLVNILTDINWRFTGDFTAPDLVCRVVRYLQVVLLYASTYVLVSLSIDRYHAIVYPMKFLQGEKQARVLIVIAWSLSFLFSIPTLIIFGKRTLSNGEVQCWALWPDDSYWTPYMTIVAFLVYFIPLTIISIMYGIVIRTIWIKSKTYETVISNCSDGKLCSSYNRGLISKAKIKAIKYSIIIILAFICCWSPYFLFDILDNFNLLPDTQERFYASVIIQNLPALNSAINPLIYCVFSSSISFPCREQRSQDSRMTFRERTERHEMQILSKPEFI
Epigenetic reg: regulators of epigenetic silencing causing reporter derepression in mouse cells | murine LDR cells, GFP reporter derepression, 30 h | Potency, µM (doses to about 53.9 µM), for the others: at the top dose GFP activation, actives largely listed as activators | 280,000 tested, 0.2% active | AID 1865; also: % of control where 0% means no effect; nearly all actives have a fitted effect of over 60% in size
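Murine LDR cells carrying a silenced, genomically integrated CMV-driven GFP reporter were exposed to compound for 30 hours at 37 C. After PBS washes, GFP-positive cells (20–120 um objects) were counted by laser-scanning microplate cytometry.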
IMPase Li inh: cell-permeable IMPase inhibitors with lithium potentiation. Potency, µM (highest dose often 59.4 µM), for inactives: top-dose activity, negative = IMPase inhibition, most hits filed as inhibitors. CHO-M1 cells, IP1 TR-FRET (IP-One), carbachol + lithium. 210,000 tested, 0.35% active;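 also: IP1 builds up when IMPase is blocked and the TR-FRET signal falls; plate controls were basal vehicle for no effect and high inhibitor control for full effect; nearly all actives have a fitted effect of over 50% in size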
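Readout is a homogeneous TR-FRET IP1 immunoassay (Ex 320, Em 665 and 620), where raised cytosolic IP1 lowers signal. Cells were CHO-M1 treated 30 min at 37C with test compounds plus a little lithium; AC50 values came from Hill-equation fitting.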
JMJD2E inh: JMJD2E (human) inhibition; 230,000 tested, 1.6% active; Potency, µM (titrated, usually from 57.1 µM), for inactives: at the highest dose activity change, negative = inhibition, usual class: inhibitors; B2RXH2; AID 2147; JMJD2E catalytic domain, FDH-coupled NADH fluorescence (FDH is formaldehyde dehydrogenase); active = well fitted inhibition curve with a large enough effect, not every such curve was filed as active; inconclusive = small, poorly fitted or top-dose-only effect, or another doubt; inactive = no such curve, though single readings can be large or run the other way;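 also: 0% = wells with enzyme and -100% = buffer wells without enzyme; nearly all actives have a fitted effect of over 50% in size; many of its hits are not listed in these tables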
Target sequence (B2RXH2 1-337 limits assumed): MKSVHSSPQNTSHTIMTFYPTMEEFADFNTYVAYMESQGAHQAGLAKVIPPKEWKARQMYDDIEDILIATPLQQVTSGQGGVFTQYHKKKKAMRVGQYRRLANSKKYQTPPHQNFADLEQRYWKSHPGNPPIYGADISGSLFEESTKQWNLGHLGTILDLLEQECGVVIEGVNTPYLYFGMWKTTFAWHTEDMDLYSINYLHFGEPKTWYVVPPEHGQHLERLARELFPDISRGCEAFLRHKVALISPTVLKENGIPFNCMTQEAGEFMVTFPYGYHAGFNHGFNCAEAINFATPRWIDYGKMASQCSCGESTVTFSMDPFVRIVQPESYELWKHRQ
Starred values were filed as active, the others as inactive; i = inactive; ? = inconclusive; · = not tested or not shown; [ ] = remark or other dose. Unless noted, calls follow the shape of the dose curve; as a rule, active = well fitted curve in the direction sought with a large enough effect; inconclusive = small, poorly fitted or top-dose-only effect, or another doubt; inactive = no such curve, though single readings can be large; an effect the other way counts as inactive or inconclusive. Potency is read from the fitted curve at half-maximal effect. The list is partial; rates above refer to the full screens.

cpd	structure	KinaseGlo FLuc	RGS12 GoLoco inh	SMN2 splice up	RECQ1 inh
1	CN(C)CCN(C(=O)c1ccc(S(=O)(=O)N(C)c2ccccc2)cc1)c1nc2cc3c(cc2s1)OCCO3	·	10%	·	1%
2	COc1ccc(NC(=O)C(NC(=O)CC2NC(=O)NC2=O)c2ccccc2)cc1 (stereo not given)	1%	2%	-12%	-2%
3	COc1ccccc1C(=O)N(NC(=O)Oc1ccccc1)C(C)(C)C	-3%	10%	0%	-4%
4	O=C(CSc1ncn[nH]1)NCCOc1ccccc1	-3%	-2%	-14%	-7%
5	C=CCN1C(=O)C(Cc2ccc(SC(F)F)cc2)SC1=Nc1ccc(C(=O)O)cc1 (stereo not given)	6%	-35%	10%	10%
6	Cc1csc(C2=C(O)CN(c3ccc4c(c3)OCCOCCOCCOCCO4)C2=N)n1	2%	11%	0%	-11%
7	CCn1c(=O)cc(OCC(=O)NCC2CCCO2)c2ccccc21 (stereo not given)	-3%	6%	2%	i
8	CCOc1ccc(CCNC(=O)CSCc2ccc(C)cc2)cc1OCC	-4%	5%	3%	-9%
9	COC(=O)c1cc(C(=O)c2cc(F)ccc2O)cn2c(=O)c3c(C)c(C)sc3nc12	·	31%[activator]	·	-4%
10	COc1ccc(Nc2nnc(SC(C(=O)Nc3ccc(OC)c(Cl)c3)c3ccccc3)s2)cc1 (stereo not given)	-3%	20%	-2%	i

cpd	NPSR antag	Epigenetic reg	IMPase Li inh	JMJD2E inh
1	-30%	-1.8%	·	-3%
2	22%	-1.5%	-1%	10%
3	8%	0.0%	-3%	1%
4	-7%[46.1 µM]	-4.3%	-3%[38.3 µM]	7%
5	-30%	1.4%	16%	0%
6	-24%[46.1 µM]	-0.3%	6%[38.3 µM]	-8%
7	-7%[46.1 µM]	0.7%	11%[38.3 µM]	-7%
8	-20%[46.1 µM]	0.0%	10%	-8%
9	45%	1.1%	·	11%
10	-15%	0.0%	3%	-13%

Continued; it opens with the 3 that closed the last part.
cpd	structure	KinaseGlo FLuc	RGS12 GoLoco inh	SMN2 splice up	RECQ1 inh
8	CCOc1ccc(CCNC(=O)CSCc2ccc(C)cc2)cc1OCC	-4%	5%	3%	-9%
9	COC(=O)c1cc(C(=O)c2cc(F)ccc2O)cn2c(=O)c3c(C)c(C)sc3nc12	·	31%[activator]	·	-4%
10	COc1ccc(Nc2nnc(SC(C(=O)Nc3ccc(OC)c(Cl)c3)c3ccccc3)s2)cc1 (stereo not given)	-3%	20%	-2%	i
11	O=C(O)c1ccc(CSc2nc3ccccc3o2)cc1	-4%	-2%	-10%	-8%
12	Cc1nn(C)c(C)c1CN(C(=O)CCc1nnc(Cc2c[nH]c3ccccc23)o1)C(C)C	-5%	4%	·	i
13	Cc1cccc(NC(=S)N/N=C(\c2ccccc2)C(C)C)c1	0%	15%	·	-10%
14	COc1ccc(/C=N/NC(=O)c2ccc(Cn3cc([N+](=O)[O-])cn3)o2)c(OC)c1C	-2%	7%	2%	-2%
15	CC(C)CN1C(=O)CC(Sc2ccccc2C(=O)O)C1=O (stereo not given)	-5%	1%	28%	7%
16	Cc1ccccc1Oc1cc(-n2ncc(Cl)c(Cl)c2=O)ncn1	-1%	-3%	-83%[inhibitor]	-15%
17	CCOP(=O)(OCC)C(NC(=O)Nc1ccc(C)c(Cl)c1)c1ccccc1 (stereo not given)	5%	2%	-8%	-1%
18	C/C(=N/NC(=O)CNC(=O)C(c1ccccc1)c1ccccc1)c1ccco1	·	7%	·	-16%
19	CN(C)c1nc(OCCOC(=O)COc2ccc(Cl)cc2Cl)nc(N(C)C)n1	6%	5%	14%	i
20	CC1CC(C)CN(C(=O)CNS(=O)(=O)c2ccc(Br)s2)C1 (stereo not given)	0%	6%	-10%	?

cpd	NPSR antag	Epigenetic reg	IMPase Li inh	JMJD2E inh
8	-20%[46.1 µM]	0.0%	10%	-8%
9	45%	1.1%	·	11%
10	-15%	0.0%	3%	-13%
11	-10%[46.1 µM]	0.0%	-8%[38.3 µM]	-8%
12	-2%	1.1%	1%	0%
13	53%	0.0%	18%	26%
14	-6%[46.1 µM]	7.0%	1%[38.3 µM]	-5%
15	-1%[46.1 µM]	1.0%	16%[38.3 µM]	3%
16	2.5µM*	-0.3%	-20%	2%
17	-26%	0.1%	0%	-4%
18	-19%	0.1%	·	0%
19	-8%[46.1 µM]	-1.0%	23%[38.3 µM]	-7%
20	-7%[46.1 µM]	-1.1%	-7%[38.3 µM]	3%

More entries.
cpd	structure	KinaseGlo FLuc	RGS12 GoLoco inh	SMN2 splice up	RECQ1 inh
21	O=C(COC(=O)c1cc(-c2ccco2)nc2ccccc12)NCc1ccccc1	2%	5%	13%	-5%
22	CC(C)C[C@@H](CC(=O)N[C@@H](CCC(=O)O)CC(=O)O)NC(=O)[C@@H]1CNCC[C@H]1NC(=O)C[C@H](CCCN)NC(=O)C[C@H](Cc1c[nH]c2ccccc12)NC(=O)[C@@H]1CNCC[C@H]1N	2%	-2%	10%	-2%
23	C=CCNC(=O)Nc1ccc2oc(C)nc2c1	2%	10%	-6%	-2%
24	CNCC(=O)N1CCN(c2ncc(C(F)(F)F)cc2Cl)CC1	3%	3%	-12%	-2%
25	COC(C)(C)[C@H](O)COc1c2ccoc2cc2oc(=O)ccc12	0%	2%	11%	-4%
26	Cc1ccccc1C(=O)Nc1ccccc1N1CCCCC1	5%	11%	-3%	4%
27	CCOC(=O)n1c(=O)oc2cc(S(=O)(=O)N3CCCCC3)ccc21	-2%	3%	-45%[inhibitor]	-6%
28	Cc1cc(CNC(=O)c2cc(COc3c(F)cccc3F)on2)nn1C	-1%	7%	·	-4%
29	O=C(C1CCCO1)N(c1cccc(Cl)c1)C1C=CS(=O)(=O)C1 (stereo not given)	-3%	5%	-10%	i
30	COc1ccccc1C(=O)NNC(=O)C(=O)NC(C)C	1%	9%	9%	i

cpd	NPSR antag	Epigenetic reg	IMPase Li inh	JMJD2E inh
21	-10%[46.1 µM]	-0.2%	30%[38.3 µM]	?
22	·	1.1%	14%	-21%
23	-3%[46.1 µM]	-6.7%	-10%[38.3 µM]	2%
24	3%	-1.0%	5%	1%
25	11%	0.3%	7%	?
26	-49%	-2.6%	-13%	-3%
27	-14%[46.1 µM]	1.0%	9%	6%
28	4%	5.1%	3%	2%
29	-2%[46.1 µM]	-2.1%	17%[38.3 µM]	-1%
30	-26%	-2.7%	6%	-8%

Continuation:
cpd	structure	KinaseGlo FLuc	RGS12 GoLoco inh	SMN2 splice up	RECQ1 inh
31	O=C1CCc2cc(S(=O)(=O)N3CCN(Cc4ccc5c(c4)OCO5)CC3)ccc2N1	-1%	44%[activator]	-45%	-12%
32	O=C(c1ccc(Br)o1)N1CCN=C1SCc1cccc(F)c1	-2%	1%	-34%[inhibitor]	-3%
33	O=C(CSc1ncn[nH]1)Nc1nc(-c2ccccc2)cs1	-2%	5%	-10%	-11%
34	COCCNC(=O)/C(C#N)=C/c1cc(C(C)C)c(OC)cc1C	3%	-7%	2%	-6%
35	COc1ccc(N2CCN(CCNC(=O)CCN3C(=O)COc4ccccc43)CC2)cc1	2%	2%	10%	i
36	CCN(CC)CCNC(=O)/C(=C/c1cn(CC)c2ccccc12)NC(=O)c1cc(OC)c(OC)c(OC)c1	-2%	5%	-9%	i
37	CCOC(=O)C1CCN(C(=O)c2ccc(Cl)c(Cl)c2)CC1	1%	0%	-3%	2%
38	COc1ccc2nc(NC(=O)c3cccs3)sc2c1	·	5%	·	-14%
39	O=C(NCc1ccc2c(c1)OCO2)NC12CC3CC(CC(C3)C1)C2	-3%	-20%	-32%[inhibitor]	-1%
40	CC(OC(=O)CCCCCN=C1NS(=O)(=O)c2ccccc21)C(=O)Nc1cc(Cl)cc(Cl)c1 (stereo not given)	-1%	-3%	7%	?

cpd	NPSR antag	Epigenetic reg	IMPase Li inh	JMJD2E inh
31	-25%[46.1 µM]	8.2%	-2%[38.3 µM]	-1%
32	-7%[46.1 µM]	1.0%	2%[38.3 µM]	-6%
33	?	-0.8%	15%[38.3 µM]	-2%
34	-8%	1.9%	-4%	?
35	-3%[46.1 µM]	0.0%	6%[38.3 µM]	-4%
36	-10%	6.5%	0%	2%
37	15%[46.1 µM]	0.9%	4%	4%
38	17%[7.67 µM]	-1.4%	·	?
39	-23%	0.0%	4%	6%
40	6%	-2.0%	4%	1%

Going on with the list:
cpd	structure	KinaseGlo FLuc	RGS12 GoLoco inh	SMN2 splice up	RECQ1 inh
41	CN(Cc1ccccc1)C(=O)CNC(=O)Cn1cnc2ccccc2c1=O	3%	-1%	5%	0%
42	COc1cc(CC(=O)NCc2ccccn2)cc(OC)c1OC	-3%	0%	?	i
43	COc1cc(O)sc1C=Nc1ccc(Cl)cc1	-1%	7%	22%	-3%
44	COc1ccc(C(=O)NC(C)c2ccccc2)cc1Br (stereo not given)	0%	-5%	-6%	-6%
45	C=CCNC(=S)NNC(=O)c1cccn(Cc2ccc(Cl)c(Cl)c2)c1=O	-1%	-2%	7%	-6%
46	CC(C)CCN1CCNC(=O)C1CC(=O)Nc1ccc(F)cc1 (stereo not given)	0%	-14%	5%	-3%
47	COC(=O)c1ccc(C(=O)OC)c(NC(=O)CN(c2ccc3c(c2)OCO3)S(C)(=O)=O)c1	-1%	-1%	13%	-10%
48	Cc1nc2cc(NC(=O)Nc3ccc(N4CCOCC4)cc3)ccc2n1C	-1%	8%	2%	-4%
49	CCOC(=O)c1c(C)nc2ccc(Cl)cc2c1-c1ccccc1	11%	-3%	6%	-7%

cpd	NPSR antag	Epigenetic reg	IMPase Li inh	JMJD2E inh
41	7%[46.1 µM]	-1.1%	14%[38.3 µM]	3%
42	2%[46.1 µM]	-1.0%	23%[38.3 µM]	6%
43	-21%	4.5%	-7%	-1%
44	6%	0.0%	6%	17%
45	-11%[46.1 µM]	-3.5%	14%[38.3 µM]	?
46	-12%[46.1 µM]	0.7%	11%[38.3 µM]	-3%
47	-12%[46.1 µM]	-1.0%	24%[38.3 µM]	-6%
48	-28%[46.1 µM]	-1.2%	16%[38.3 µM]	-4%
49	-32%	1.1%	10%	5%
